Assay outcomes (PubChem)
p53 reactivator – restores transcriptional activity of mutant p53 | Potency, µM (highest dose often 92.2 µM), inactives show at the highest dose activity change, positive = activation, hits mostly activators | H1299 p53-A138V BP100-luciferase reporter, luminescence, 24 h | AID 504706 | 0.063% of 320,000 active; further: % of control where 0% means no effect; nearly all actives have a fitted effect of over 45% in size
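p53-null H1299 cells stably carrying temperature-sensitive p53-A138V and a BP100-luciferase reporter were pinned with compounds (4-point, 1:5 series) and held 24 hrs at 37 deg C. Luminescence was read 10 min after detection reagent.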
Rab9 promoter act – activates the Rab9 promoter. Huh7 Rab9 promoter-luciferase reporter, luminescence, 24 h. Potency, µM (series often up to 9.22 µM), for inactives: at the highest dose activation, negative = inhibition, most hits filed as activators. 2.8% of 320,000 active; further: % of control where 0% means no effect; nearly all actives have a fitted effect of over 60% in size
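Promoter activation is measured as luciferase luminescence in Huh7 cells stably transfected with a Rab9 promoter–luciferase construct, following 24 h compound exposure at 37 °C and 10 min reagent incubation at ambient temperature.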
FLuc counter – firefly luciferase modulation, counter-screen for miR-21 project; P08659; purified FLuc, Km substrates, luminescence inhibition; Potency, µM (highest dose often 57.5 µM), without a hit: at the highest dose activity change, negative = inhibition, hits mostly inhibitors; 6.9% of 360,000 active;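 further: plate controls were vehicle for no effect and reference inhibitor for full effect; nearly all actives have a fitted effect of over 55% in size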
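Purified P. pyralis luciferase, 10 nM final, with Km-level 10 uM D-luciferin and 10 uM ATP in 50 mM Tris acetate pH 7.5, 10 mM Mg acetate, 0.01% Tween-20, 0.05% BSA; 6-point qHTS titration about 60 µM downward; luminescence read.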
NPC1 promoter act – activates the NPC1 promoter. Potency, µM (series often up to 9.22 µM), for the others: at the top dose activation, most hits filed as activators. 2.4% of 320,000 active. AID 485313. Huh7 NPC1 promoter luciferase reporter, 24 h;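 further: % of control where 0% means no effect; nearly all actives have a fitted effect of over 60% in size; reporter is driven by a mutant NPC1 promoter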
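Readout is luciferase luminescence, reflecting NPC1 promoter activation in stably transfected Huh7 cells after 24 h compound exposure at 37 °C in reduced-serum medium with 10% FBS.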
VP16 counter – Gal4-VP16 reporter inhibition counter-screen | 3.5% of 310,000 active | Drosophila S2 Gal4-VP16 UAS-luciferase, luminescence, 20 h | Potency, µM (doses to about 53.6 µM), for the others: top-dose activity, negative = inhibition, hits mostly inhibitors;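 further: Gal4-VP16 expression switched on by copper sulfate through the metallothionein promoter; on the % scale 0 is the no-effect control and ±100 the full control effect; nearly all actives have a fitted effect of over 50% in size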
CXXC DNA block – MLL CXXC-DNA interaction inhibition | Q03164 | MLL-CXXC / FITC-HOXA9 DNA fluorescence polarization | Potency, µM (titrated, usually from 115 µM), for inactives: at the top dose activity change, negative = inhibition, actives largely listed as inhibitors | 0.037% of 290,000 active; active means well fitted inhibition curve with a large enough effect in the polarisation, with a control signal flat, not every such curve was filed as active; inconclusive means small, poorly fitted or top-dose-only effect, or effect the other way, or a change in a side signal; inactive means no such curve, though single readings can be large or run the other way; the % refers to the polarisation
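Purified MLL-CXXC (added from a 7 uM solution) was preincubated 5 min at ambient with pinned compounds in 50 mM Tris-HCl pH 7.5, 50 mM NaCl, 1 mM DTT, 0.05% BSA. Fluorescein-labeled HOX-A9 DNA (50 nM solution) followed, 30 min, then polarization read.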
MBNL1-CUG inh – blocks human MBNL1 binding to CUG repeat RNA; Q9NR56; TR-FRET MBNL1-His/biotin-(CUG)12 binding, 665/545 ratio; Potency, µM (series often up to 57.5 µM), without a hit: at the highest dose activity change, negative = inhibition, hits mostly inhibitors; 0.036% of 280,000 active; active means well fitted inhibition curve with a large enough effect in the signal ratio, with a control signal flat, not every such curve was filed as active; inconclusive means small, poorly fitted or top-dose-only effect, or effect the other way, or a change in a side signal; inactive means no such curve, though single readings can be large or run the other way; the % refers to the signal ratio; further: on the % scale 0 is the no-effect control and ±100 the full control effect
Target sequence (Q9NR56 whole entry, looked up): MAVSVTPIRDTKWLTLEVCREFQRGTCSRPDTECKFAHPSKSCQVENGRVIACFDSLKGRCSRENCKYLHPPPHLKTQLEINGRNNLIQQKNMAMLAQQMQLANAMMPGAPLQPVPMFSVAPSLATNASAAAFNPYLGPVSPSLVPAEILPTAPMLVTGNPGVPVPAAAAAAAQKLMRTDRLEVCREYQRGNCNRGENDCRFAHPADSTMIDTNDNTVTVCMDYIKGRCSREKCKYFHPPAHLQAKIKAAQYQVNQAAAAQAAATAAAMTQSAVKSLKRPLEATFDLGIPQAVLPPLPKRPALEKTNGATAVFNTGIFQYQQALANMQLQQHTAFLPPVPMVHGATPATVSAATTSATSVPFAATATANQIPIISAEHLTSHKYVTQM
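Compounds (final 92 nM to 58 uM) are added to His-tagged MBNL1 and biotin-(CUG)12, then terbium anti-His antibody and streptavidin-XL665 (5 nM final). After 60 min at room temperature, the 665/545 nm ratio is read.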
BRCA1 expr up – BRCA1 expression activation; Potency, µM (series often up to 46.1 µM), without a hit: at the highest dose activation, most hits filed as activators; 1.1% of 380,000 active; AID 624202; MCF7-BRCA1-FFLuc reporter, luminescence, 48 h; response scale: scaled: vehicle 0%, 10 µM genistein 100%; further: nearly all actives have a fitted effect of over 80% in size; some results filed as inactive show a strong effect at the top dose
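Cells: MCF7-BRCA1-FFLuc, 2000/well. Exposure: 48 h, 37 °C, 5% CO2. Read: luminescence, 15 min post-substrate. Controls: genistein 10 microM (maximal activation), DMSO (neutral).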
uPA surface inh – blocks generation of uPA at the cell surface; cell surface uPA generation assay, qHTS; Potency, µM (titrated, usually from 38.3 µM), for the others: top-dose activity change, negative = inhibition, most hits filed as inhibitors; 0.31% of 330,000 active; AID 540303; active means well fitted inhibition curve with a large enough effect; inconclusive means small, poorly fitted or top-dose-only effect; inactive means no such curve, though single readings can be large or run the other way; tested in mouse RAW 264.7 cells; further: on the % scale 0 is the no-effect control and ±100 the full control effect; nearly all actives have a fitted effect of over 55% in size
ELG1 genotoxic – induces genotoxicity in HEK293T cells with luciferase-tagged ELG1. HEK293T ELG1-luciferase reporter, luminescence, 16 h. Potency, µM (titrated, usually from 46 µM), without a hit: top-dose activity change, positive = activation, most hits filed as activators. 1.3% of 330,000 active; further: % of control where 0% means no effect; nearly all actives have a fitted effect of over 60% in size
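Quantitative HTS format in 1536-well plates. HEK293T ELG1-luciferase reporter cells receive test compound and are incubated 16 hr at 37 °C, 5% CO2; ONE-Glo added, 30 min room temperature, then luminescence read.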
RORg inh – ROR gamma (mouse) transcription inhibition; P51450; AID 2551; 5.4% of 310,000 active; Potency, µM (titrated, usually from 53.6 µM), without a hit: top-dose activity change, negative = inhibition, most hits filed as inhibitors; Drosophila S2 Gal4-RORgamma UAS-luciferase reporter, 20 h; further: on the % scale 0 is the no-effect control and ±100 the full control effect; nearly all actives have a fitted effect of over 60% in size
Target sequence (P51450 whole entry, looked up, the tested form may be a part): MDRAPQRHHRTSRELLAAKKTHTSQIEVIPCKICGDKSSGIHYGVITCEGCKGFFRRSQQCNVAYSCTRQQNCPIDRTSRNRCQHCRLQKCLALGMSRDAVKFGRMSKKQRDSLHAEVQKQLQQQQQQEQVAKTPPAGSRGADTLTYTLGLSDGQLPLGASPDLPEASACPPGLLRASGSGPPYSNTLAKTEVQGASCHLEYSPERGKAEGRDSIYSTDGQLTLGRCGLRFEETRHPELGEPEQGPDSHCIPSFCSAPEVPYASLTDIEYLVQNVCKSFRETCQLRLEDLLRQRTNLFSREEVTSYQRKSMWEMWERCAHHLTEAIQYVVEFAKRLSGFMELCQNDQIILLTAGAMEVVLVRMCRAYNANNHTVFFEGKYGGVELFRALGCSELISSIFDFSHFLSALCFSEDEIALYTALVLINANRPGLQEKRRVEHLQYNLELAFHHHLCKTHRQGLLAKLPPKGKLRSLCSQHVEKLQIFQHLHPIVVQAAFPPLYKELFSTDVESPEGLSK
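Luminescence from a UAS-regulated Photinus luciferase reporter in stably transfected Drosophila Schneider cells is measured; decreased signal marks ROR gamma inhibition. Fusion expression is induced by 700 uM copper sulfate for 20 hr.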
Starred values were filed as active, the others as inactive; ? = inconclusive; nt = not tested or not shown; [ ] = remark or other dose. Unless noted, the call rests on the fitted dose curve; in most records, active means well fitted curve in the direction sought with a large enough effect; inconclusive means small, poorly fitted or top-dose-only effect, or another doubt; inactive means no such curve, though single readings can be large; an effect the other way counts as inactive or inconclusive. Potency means the concentration at half of the fitted maximal effect. An excerpt; count on the stated rates, not on these rows.

structure | p53 reactivator | Rab9 promoter act | FLuc counter | NPC1 promoter act | VP16 counter | CXXC DNA block | MBNL1-CUG inh | BRCA1 expr up | uPA surface inh | ELG1 genotoxic | RORg inh
COC(=O)C1=C(C)N(CCc2c[nH]c3ccc(OC)cc23)C(=O)C1 | -14.4% | 0.8% | -12.1% | 0.9% | -4.0% | 1.8% | nt | 11.2% | 0.4% | -1.9% | -29.0%
CCOC(=O)C1CCN(C(=O)c2ccc(OCC(=O)Nc3cccc(C(F)(F)F)c3)c(OC)c2)CC1 | -5.8% | -20.7% | -2.4% | -22.3% | nt | nt | nt | -40.8% | -9.4% | 28.5% | nt
CCCC(=O)Nc1ccc(Cl)c(NC(=O)c2cccnc2Cl)c1 | -8.3% | -7.0% | -7.9% | 0.9% | -7.9% | -1.5% | -9.4% | -9.8% | -5.1% | -2.4% | -9.7%
O=C(C1COc2ccccc2O1)N1CCc2ccccc2C1 (stereo not given) | 23.7% | 19.2% | -27.8% | 19.5% | -11.5% | -2.3% | -2.2% | 66.0% | 2.3% | -2.3% | 13.7%
CCN(CC(=O)N1CCN(Cc2ccccc2)CC1)S(=O)(=O)c1ccc(F)cc1 | 0.5% | 0.0% | 3.9% | -4.6% | 2.6% | ? | 0.0% | -2.1% | -4.9% | -5.5% | 5.9%
OC[C@@H]1[C@@H](c2ccc(F)cc2)C(c2cccc(Cl)c2)=NN1c1ccccc1 | 4.6% | nt | nt | nt | ? | nt | nt | -29.3% | -0.4% | -0.8% | 29.7%
O=C(NCCN1CCCC1=O)C1CCC(=O)N(CCc2cccc(F)c2)C1 (stereo not given) | 14.7% | -1.8% | 0.7% | 3.8% | -1.0% | 6.4% | -11.2% | 1.9% | 1.6% | -2.7% | 10.8%
O=C(Cn1cnc2ccccc21)NCCCN1CCOCC1 | 11.3% | -8.0% | 1.8% | -0.1% | -5.8% | 16.1% | 3.2% | 2.7% | nt | -0.4% | 7.6%
O=C(c1ccc(Cl)cc1)c1cnc(-c2ccc(Cl)cc2)s1 | 3.0% | 25.3% | 1.7% | 15.8% | 4.9% | 14.5% | 8.0% | 31.5% | nt | 6.5% | 0.5%
COC(=O)C1=C(C(=O)OC)[C@@H]2N(C)c3ccccc3[C@@]23C[C@@H](C(=O)OC)N(C(=O)CC(C)C)C3=N1 | -3.7% | -9.5% | 0.6% | -7.0% | 11.1% | -2.4% | -3.3% | 0.0% | -7.1% | -3.4% | -1.8%
CCO/C(C)=C1\C(=O)N(CC)c2ccccc21 | 14.5% | 0.9% | 0.0% | -2.6% | -10.2% | 8.2% | 21.9% | 6.1% | 2.4% | 1.6% | 0.9%
CCn1c(SCC(=O)N2CCC(C)CC2)nc2c(c1=O)SCC2 | -6.9% | 4.4% | -2.8% | -7.4% | 9.8% | -5.8% | ? | 1.2% | -1.6% | -3.6% | ?
O=C(NC1CCCC1)c1cccc(S(=O)(=O)N2CCOCC2)c1 | 6.2% | -0.1% | -0.9% | 0.3% | nt | nt | nt | -4.5% | -9.1% | 1.3% | nt
O=C(Nc1ccccc1)C1=C[C@H](c2coc3ccccc3c2=O)C[C@H](OCc2ccc(CO)cc2)O1 | -5.8% | 3.1% | -5.4% | -1.7% | -9.9% | -22.8% | 0.6% | 6.8% | 9.9% | -9.4% | 43.0%
COC(=O)c1cccc(NC(=O)CSc2nc3cccnc3n2C)c1 | 4.0% | -7.8% | ? | -5.2% | ? | 2.2% | 4.1% | -13.4% | -3.7% | -16.5% | 10.6%[10 µM]
CCOc1ccc(-n2c(=S)sc3c(=O)[nH]c(SCC(=O)C(C)(C)C)nc32)cc1 | -0.6% | -4.0% | ? | -6.3% | -27.8% | 8.9% | 10.9% | -2.4% | -10.0% | -0.3% | 43.4%
CCOc1ccc(NC(=O)CN(C)C(=O)CCCOc2ccc(Br)cc2)cc1OCC | -7.9% | 2.3% | 2.6% | -0.2% | nt | nt | nt | -20.5% | 17.8% | -23.9% | nt
Cc1ccc(-c2cc(C(=O)N3CCN(c4ccc(F)cc4)CC3)c3ccccc3n2)o1 | 22.3% | 15.9% | 3.38µM* | 2.3% | -0.8% | -5.9% | -14.7% | -14.8% | -5.1% | -6.6% | ?
CCCCCCNC(=O)C(C#N)c1nc2ccccc2nc1N1CCOCC1 (stereo not given) | -3.2% | 9.9% | 9.0% | -0.8% | 9.0% | ? | -5.9% | 0.2% | 4.4% | -5.4% | 12.3%
CC1CCC2(CC1)OCC1(CCC3(COC4(CCC(C)CC4)OC3)C1=O)CO2 (stereo not given) | -2.7% | -5.2% | -9.9% | -8.9% | -0.1% | -2.1% | -15.0% | -19.7% | 1.4% | -1.5% | -0.5%
COc1c(C)cc(C(=O)C2CCCN(C(=O)Cn3ccc(C)n3)C2)cc1C (stereo not given) | -1.5% | 6.8% | 3.8% | -9.3% | 3.4% | -7.3% | -15.2% | -33.6% | -2.0% | -0.9% | -14.1%
C=CCn1c(SCC(=O)NNC(=O)Nc2ccc(C)cc2)nnc1-c1ccccc1 | 0.9% | -2.4% | -1.9% | -4.3% | 4.3% | -9.9% | -9.6% | 21.0% | 5.7% | 0.5% | 13.5%
CN(C)C(CNC(=O)c1ccc(C(F)(F)F)cc1)c1ccco1 (stereo not given) | 17.5% | 25.5% | ? | -2.1% | 10.5% | 2.4% | 3.2% | 4.7% | 3.2% | 1.8% | 25.3%
CC(=O)Nc1ccc(NC(=O)CSc2nnc3ccc(-c4cccnc4)nn23)cc1 | -4.1% | -6.4% | ? | -1.5% | nt | nt | nt | -7.2% | 1.1% | 2.8% | nt
CC(C)C[C@H](NC(=O)N1CC(=O)Nc2ccccc21)C(=O)N[C@@H](Cc1c[nH]c2ccccc12)C(=O)O | nt | -0.5% | 3.3% | -4.4% | 0.5% | 2.7% | 7.3% | 0.0% | -2.6% | 2.5% | 13.4%
CCOC(=O)c1c(C)[nH]c(C(=O)COC(=O)C2CC2C)c1C (stereo not given) | ? | 3.16µM* | 3.38µM* | 3.55µM* | -5.9% | -5.4% | -1.7% | ? | 0.7% | 2.59µM* | -5.4%
CC(C)(O)P(=O)(O)CCc1ccccc1 | -1.0% | -6.2% | -0.5% | -0.6% | 5.4% | -18.1% | -2.9% | -3.4% | -1.8% | -1.1% | -1.3%
Cc1ccc(NC(=O)C(C)C(=O)Nc2ccc(C)cc2)cc1 | 1.1% | -0.3% | -0.4% | -2.8% | 3.2% | -2.4% | -2.8% | -14.1% | -0.9% | 0.2% | -3.8%
COc1ccc(C2CC(c3ccc(OC)cc3OC(C)=O)=NN2C(=O)c2ccccc2)cc1 (stereo not given) | 2.7% | -5.3% | 4.9% | 4.1% | -11.1% | 2.3% | -3.1% | -27.2% | -10.1% | -3.7% | -2.4%
NC(N)=NCCCCN=C(N)N | nt | 4.1%[46.1 µM] | nt | -1.8%[46.1 µM] | 7.0% | -1.3% | nt | nt | nt | nt | -16.6%
CCC(C)N=Cc1c(NCc2ccco2)nc2c(C)cccn2c1=O (stereo not given) | -34.0%[inhibitor] | -0.3% | 1.3% | -0.1% | -15.7% | 9.4% | 3.8% | -29.9% | 0.7% | -4.7% | -13.6%
COc1cc(/C=C/C(=O)OC(C)C(=O)c2ccccc2)cc(OC)c1OC (stereo not given) | -5.3% | -6.1% | 2.5% | 0.8% | nt | nt | nt | -29.8% | 7.4% | 1.3% | nt
COc1ccc(Cl)cc1NC(=O)C1Cc2cc(S(=O)(=O)N3CCCC3)ccc2N1C(C)=O (stereo not given) | -7.6% | 3.8% | -1.1% | 4.5% | -3.7% | 41.2%[activator] | 3.4% | -42.9% | -0.6% | -7.8% | 3.3%
Cc1ccc(S(=O)(=O)CCC(=O)OCC(=O)Nc2ccc(N3CCOCC3)cc2)cc1 | 0.4% | -1.2% | ? | 2.9% | nt | nt | nt | 8.4% | 5.1% | -0.8% | nt
Cc1nnc(SCC(=O)Nc2nc3c(s2)CC(C)CC3)s1 (stereo not given) | 3.2% | ? | ? | ? | 11.5% | 4.0% | -7.2% | 70.2% | 1.4% | ? | -1.9%
CC1CCCCC1NC(=O)C1CCN(S(=O)(=O)N2CCCCCC2)CC1 (stereo not given) | 6.3% | 9.3% | -2.2% | -0.2% | 6.5% | -7.6% | -19.7% | 6.5% | nt | -7.5% | 36.3%
